# uPA surface inh: inhibitors of cell surface uPA generation; Potency, µM (series often up to 38.3 µM), inactives show top-dose activity change, negative = inhibition, usual class: inhibitors; cell surface uPA generation assay, qHTS; AID 540303; hit rate 0.31% among 330,000; active means well fitted inhibition curve with a large enough effect; inconclusive means small, poorly fitted or top-dose-only effect; inactive means no such curve, though single readings can be large or run the other way; tested in mouse RAW 264.7 cells; further: potency means the concentration at half of the fitted maximal effect; on the % scale 0 is the no-effect control and ±100 the full control effect; nearly all actives have a fitted effect of over 55% in size
# ELG1 repair inh: inhibitors of ELG1-dependent DNA repair in HEK293T cells. HEK293T ELG1-luciferase reporter, luminescence, 16 h; DNA damage induced by 5-fluorouridine. AID 504467. Potency, µM (top dose mostly 46.1 µM), for the others: at the highest dose activity change, negative = inhibition, hits mostly inhibitors. hit rate 2.3% among 330,000; further: potency means the concentration at half of the fitted maximal effect; on the % scale 0 is the no-effect control and ±100 the full control effect; nearly all actives have a fitted effect of over 55% in size
#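 DMSO vehicle served as the neutral condition. Each well held 2,000 cells given 5-fluorouridine plus compound; after 16 hr at 37 °C/5% CO2, ONE-Glo was added and luciferase measured 30 min later.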
# USP2a block: USP2a (human) protease inhibition; Potency, µM (titrated, usually from 38.3 µM), for the others: at the highest dose activity change, negative = inhibition, actives largely listed as inhibitors; hit rate 0.01% among 330,000; USP2 core, Ub-CHOP2 coupled fluorogenic reporter, 485/531; AID 463254;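 further: potency means the concentration at half of the fitted maximal effect; plate controls were DMSO wells for no effect and full inhibition by NEM control for full effect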
#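 Cell-free coupled assay: 10nM USP2 core preincubated 30min RT with compound in Tris-HCl pH 8.0/CaCl2/CHAPS buffer, then 25nM Ub-CHOP2 and 25nM reporter substrate; fluorescence (Ex 485/Em 531) read after 60min RT, normalized to NEM inhibition, concentration-response curves fitted.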
# Eya2 phos inh: blocks the phosphatase activity of human Eya2; O00167; recombinant Eya2, OMFP fluorescence dephosphorylation (OMFP is methylfluorescein phosphate); Potency, µM (highest dose often 76.9 µM), inactives show top-dose activity, negative = inhibition, usual class: inhibitors; hit rate 0.006% among 330,000; AID 488837; further: potency means the concentration at half of the fitted maximal effect; on the % scale 0 is the no-effect control and ±100 the full control effect
#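 Eya2 protein (added as 0.2 uM solution) was preincubated with compound for 10 min at ambient temperature in 50 mM HEPES pH 7.5, 50 mM NaCl, 5 uM MgCl2, 0.05% BSA, 1 mM DTT. OMFP (added at 50 uM) then reacted 10 min; fluorescence read at 485/525 nm.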
# TSHR antagonist: human thyrotropin receptor antagonism; P16473; TSHR-expressing cells, TSH-stimulated cAMP HTRF, 2 h; hits give low values; activity change, negative = inhibition, % at 11.5 µM; hit rate 0.2% among 330,000; AID 504810;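 active means activity change below a set negative limit, meaning inhibition stronger than a set level, cut at about -70% in these data; inconclusive means activity change between two set negative limits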; further: on the % scale 0 is the no-effect control and ±100 the full control effect
# Target sequence (P16473 whole entry, looked up): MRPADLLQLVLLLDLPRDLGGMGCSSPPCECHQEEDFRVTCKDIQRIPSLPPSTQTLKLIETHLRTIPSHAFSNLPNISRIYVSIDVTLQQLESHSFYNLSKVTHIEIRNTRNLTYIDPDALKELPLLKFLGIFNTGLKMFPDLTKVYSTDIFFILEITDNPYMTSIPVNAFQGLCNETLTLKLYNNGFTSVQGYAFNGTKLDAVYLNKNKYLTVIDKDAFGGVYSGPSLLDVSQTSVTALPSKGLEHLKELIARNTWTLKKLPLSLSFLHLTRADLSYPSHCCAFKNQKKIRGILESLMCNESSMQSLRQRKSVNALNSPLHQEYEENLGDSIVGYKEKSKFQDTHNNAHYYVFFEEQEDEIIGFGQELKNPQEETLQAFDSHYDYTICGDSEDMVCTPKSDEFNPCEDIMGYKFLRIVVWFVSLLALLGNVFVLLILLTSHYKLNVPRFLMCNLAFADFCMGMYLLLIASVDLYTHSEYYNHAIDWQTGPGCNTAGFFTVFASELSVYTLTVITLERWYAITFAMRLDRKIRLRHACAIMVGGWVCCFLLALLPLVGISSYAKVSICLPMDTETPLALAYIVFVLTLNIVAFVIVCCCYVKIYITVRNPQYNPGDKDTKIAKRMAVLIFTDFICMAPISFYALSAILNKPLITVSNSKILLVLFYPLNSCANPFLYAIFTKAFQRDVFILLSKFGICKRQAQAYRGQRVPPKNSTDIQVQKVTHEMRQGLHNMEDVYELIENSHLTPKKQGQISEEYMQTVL
#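 Cell-based HTRF cAMP assay; TSHR cells + compound, TSH EC80 (4nM final), 2 h, 37 deg C. Lysis with anti-cAMP cryptate and cAMP-d2, 30 min RT, read 665/620 nm.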
# Chronic BCR inh: inhibitors of chronic active B-cell receptor signaling; ABC-DLBCL IkBa-CBG/CBR reporter, luminescence ratio, 4 h; Potency, µM (series often up to 46.1 µM), inactives show top-dose ratio change, negative = lower green/red ratio, hits mostly inhibitors; hit rate 0.05% among 340,000; AID 493014; active means well fitted inhibition curve with a large enough effect in the signal ratio, with a control signal flat, not every such curve was filed as active; inconclusive means small, poorly fitted or top-dose-only effect, or effect the other way, or a change in a side signal; the % refers to the signal ratio;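 further: potency means the concentration at half of the fitted maximal effect; plate controls were basal doxycycline-induced cells for no effect and cells given 10 µM MG132 for full effect; MG132 reads +100%, hits lower the ratio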
#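 Concentration-response series (up to 46 uM) were applied to TMD8 dual-reporter cells for 4 h at 37C with doxycycline. Green/red ratio, after filter-overlap correction, defined %Activity; red signal alone was normalised to basal cells and zero luminescence.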
# TCR act: activates T cell receptor signaling | primary human leukocytes, anti-CD3, IL-2 HTRF, 48 h | Potency, µM (series often up to 9.22 µM), inactives show top-dose activation of IL-2 secretion, usual class: activators | 330,000 tested, under 10 active; further: % of control where 0% means no effect
#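 Compounds are tested in HTS on primary human leukocytes co-incubated with a-CD3 beads for 48 hr. IL-2 output is measured by time-resolved FRET.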
# PTAP TSG101 blk: blocks PTAP/TSG101 interaction to inhibit HIV-1 budding. Fluorescence polarization, FITC-PTAP peptide / Tsg101 binding. Q99816. 340,000 tested, under 10 active. Potency, µM (doses to about 115 µM), inactives show top-dose activity change, negative = inhibition, actives largely listed as inhibitors; active means well fitted inhibition curve with a large enough effect in the main read-out, with a control signal flat, not every such curve was filed as active; inconclusive means small, poorly fitted or top-dose-only effect, or effect the other way, or a change in a side signal; inactive means no such curve, though single readings can be large or run the other way; further: potency means the concentration at half of the fitted maximal effect; % of control where 0% means no effect
#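 Fluorescence polarization binding of Tsg101 binding domain (10 uM final) to FITC-labeled PTAP peptide (50 nM final) in HEPES pH 7.5 buffer with NaCl, Tween 20, EDTA, TCEP. Compounds added before peptide; binding 20 min at RT.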
# Tb PFK inh: T. brucei PFK enzyme inhibition; T. brucei PFK, ADP-Glo luminescence; Potency, µM (doses to about 57.5 µM), for inactives: top-dose activity, negative = inhibition, most hits filed as inhibitors; hit rate 0.17% among 330,000; AID 485367;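 further: potency means the concentration at half of the fitted maximal effect; 0% = uninhibited 1x PFK enzyme wells and -100% = no-enzyme wells; nearly all actives have a fitted effect of over 60% in size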
#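 In TEA buffer at pH 8.0 with 5 mM MgCl2, enzyme (1.25 nM) converted F6P (0.5 mM) and ATP (0.1 mM) for 45 min at room temperature. ADP product was read by luciferase luminescence.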
# Mito fusion yeast: inhibitors of mitochondrial division or activators of mitochondrial fusion; hit rate 0.23% among 320,000; Potency, µM (series often up to 46.1 µM), inactives show at the top dose growth rescue (activation), usual class: activators; S. cerevisiae fusion-defective mutant growth rescue, CellTiterGlo 48 h;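 further: potency means the concentration at half of the fitted maximal effect; % of control where 0% means no effect; nearly all actives have a fitted effect of over 45% in size; temperature-sensitive fusion mutants such as fzo1-1 at 37 °C on non-fermentable ethanol glycerol medium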
#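 Growth-rescue viability read-out: after 48 h at the non-permissive 37C in glycerol/ethanol YPEG, yeast mitochondrial fusion mutants are measured by CellTiterGlo luminescence; compounds (23 nl pinned per well) restoring growth score as division inhibitors or fusion activators.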
# B2AR arrestin: agonists driving beta-arrestin recruitment to human beta2-adrenergic receptor | P07550 | Potency, µM (doses to about 46.1 µM), for the others: top-dose activation, hits mostly activators | AID 492947 | hit rate 0.02% among 330,000 | beta-arrestin recruitment to beta2AR, cell-based reporter;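 further: potency means the concentration at half of the fitted maximal effect; 0% = DMSO controls and full agonism = EC100 isoproterenol or metaproterenol; nearly all actives have a fitted effect of over 65% in size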
# * = called active by the depositor; ? = inconclusive; · = not tested or not shown; [ ] = dose if it differs, or a comment. Unless noted, the call rests on the fitted dose curve; in most records, active means well fitted curve in the direction sought with a large enough effect; inconclusive means small, poorly fitted or top-dose-only effect, or another doubt; inactive means no such curve, though single readings can be large; an effect the other way counts as inactive or inconclusive.
SMILES,uPA surface inh,ELG1 repair inh,USP2a block,Eya2 phos inh,TSHR antagonist,Chronic BCR inh,TCR act,PTAP TSG101 blk,Tb PFK inh,Mito fusion yeast,B2AR arrestin
CCOC1(c2ccccc2)CC1C(=O)N/N=C/c1cccc([N+](=O)[O-])c1 (stereo unspecified),9%,-18%,2%,?,2,-11%,-4%,-3%,0%,6%,-0.9%
CC(=O)c1ccc(NC(=O)c2cccc(S(=O)(=O)N3CCN(C)CC3)c2)cc1,-3%,?,0%,-10%,-4,0%,1%,-8%,2%,-2%,-0.9%
COCCCN=Cc1c(-c2ccccc2)[nH]n(-c2nc3ccccc3s2)c1=O,7%,-17%,4%,1%,6,?,-5%,-11%,1%,-13%,3.2%
CCc1cc(C(=O)NNC(=S)NC(C)c2ccccc2)cs1 (stereo unspecified),·,4%,3%,-3%,1,?,2%,-3%,0%,1%,0.0%
CC(C)c1ccc(/C=C/C(=O)NC2CCCCC2)cc1,-7%,?,2%,-5%,1,?,2%[46.1 µM],-1%,1%,1%,-0.1%
CN1CCN(c2ccc(C(F)(F)F)cc2NC(=O)c2ccco2)CC1,-5%,-1%,2%,3%,3,4%,5%,-4%,-12%,2%,?
CC(=O)NNC(=S)NC(=O)C(c1ccccc1)c1ccccc1,?,-20%,-3%,15%,-3,-16%,1%,0%,-19%,-17%,0.9%
CC(=O)c1cccc(NC(=O)C(Sc2ncnc3ccccc23)c2ccccc2)c1 (stereo unspecified),-5%,?,1%,-27%,-12,?,-4%[46.1 µM],3%,5%,29%,0.3%
CC(=O)CN1C(=O)NC(c2ccccc2)(c2ccccc2)C1=O,4%,12%,0%,4%,-14,0%,-83%,-3%,-8%,-3%,-0.1%
CCn1c(=O)cc(OCC(=O)NCCCN2CCCC2=O)c2ccccc21,-5%,?,0%,3%,-3,-5%,4%,-3%,-5%,3%,-0.9%
CSc1ncccc1C(=O)NCC(c1cccs1)N1CCOCC1 (stereo unspecified),-1%,8%,1%,-15%,-5,-1%,3%,1%,2%,-6%,-0.1%
CC(C)(C)C(=O)Nc1ccc(C(=O)N/N=C/c2ccccc2OC(=O)c2ccccc2)cc1,-12%,?,-3%,-20%,-1,6%,-24%,0%,3%,-3%,0.2%
Cc1ccc(S(=O)(=O)N2CCC(C(=O)N[C@@H](C)C(=O)NCc3ccco3)CC2)cc1,-1%,8%,6%,-7%,4,0%,0%[46.1 µM],-3%,1%,1%,0.7%
CC(=O)Nc1ccc(S(=O)(=O)Nc2c(C)nn(-c3ccccc3)c2C)cc1,-6%,-13%,4%,17%,19,-3%,3%,-6%,-2%,2%,-0.9%
CC1=C(C(=O)OC(C)C)C(c2ccc(F)cc2)NC(=O)N1 (stereo unspecified),4%,7%,1%,8%,3,?,2%,1%,-4%,-3%,-0.9%
CCC(OC(=O)C1=Cc2ccccc2OC1)C(=O)NC1CCCC1 (stereo unspecified),10%,?,0%,3%,-13,?,5%,-4%,-3%,-3%,0.5%
CCN1CCn2c3c(c4cc(Cl)ccc42)CCCC31 (stereo unspecified),8%,4%,0%,-11%,-28,-1%,1%,-6%,8%,-5%,-1.0%
Cc1nc(N2CCC(C)CC2)c2c(C)c(C(=O)Nc3ccccc3C(F)(F)F)sc2n1,2%,15µM*,0%,12%,13,?,3%,1%,1%,-3%,0.1%
CCOc1ccc(N2C(=O)c3cccnc3C2Nc2ccc(F)cc2)cc1 (stereo unspecified),·,3%,-2%,-9%,53,?,-10%,-6%,-2%,0%,0.6%
Clc1nc(Cl)nc(NCCC2=CCCCC2)n1,3%,16%,0%,3%,-1,-9%,1%,-2%,-4%,11%,-0.4%
CCCCc1ccc(/C=C(\C#N)C(N)=S)s1,-7%,5%,10%,-16%,-10,-4%,-2%,1%,1%,-15%,0.2%
O=c1c(Cl)c2oc3ccccc3nc-2c2ccccc12,-6%,6%,3%,-5%,-9,20%,3%,-7%,-2%,9%,-1.2%
CN1/C(=C\C(=O)c2ccco2)C(C)(C)c2ccccc21,-26%,?,4%,-8%,-5,5%,3%,0%,2%,-10%,-0.3%
CCc1ccccc1NC(=S)N1CCNC(=O)C1CC(=O)OC (stereo unspecified),6%,-1%,2%,1%,2,14%,-3%,-1%,-1%,0%,-0.2%
O=[N+]([O-])c1ccc(Cl)cc1N1CCCCC1,13%,13%,3%,2%,4,-1%,11%,-1%,-7%,5%,-0.3%
Cc1ccc(C(=O)Nc2c(N)nc(SCC(=O)NCC3CCCO3)[nH]c2=O)cc1 (stereo unspecified),0%,8%,-1%,-11%,10,-2%,-9%,·,2%,0%,-0.3%
S=c1[nH]nc([C@@H]2C[C@H]2c2ccccc2)n1-c1ccccc1Cl,9%,-4%,7%,-8%,-9,1%,6%,-7%,1%,5%,4.5%
COc1ccc(O[C@H]2C=C[C@@H](c3ccccc3)O[C@@H]2COC(=O)CC/C(C)=N/O[C@H](C)c2cn([C@@H]3COC[C@H]3O)nn2)cc1,·,26µM*,3%,-6%,-7,-7%,·,·,0%,18%,-1.2%
Cc1onc(-c2ccccc2)c1C(=O)Nc1cccc2nsnc12,-3%,18%,1%,-9%,-3,?,0%,-5%,-1%,-4%,-0.4%
Cn1cc(SCC(=O)NCc2ccc3c(c2)OCO3)c2ccccc21,-9%,9%,2%,8%,-6,-6%,-4%,-5%,-8%,3%,0.2%
CCCCN1CNC(=S)N(Cc2ccccc2)C1,-2%,10%,-3%,1%,1,-2%,-1%[46.1 µM],-2%,8%,-6%,1.5%
COCCNS(=O)(=O)c1cc(C(=O)O)ccc1OC,0%,8%,0%,9%,4,-1%,0%,-4%,3%,?,0.0%
Cc1ccsc1CNCC(O)c1ccccc1 (stereo unspecified),-1%,6%,1%,12%,-5,4%,-3%,1%,-5%,1%,0.9%
CCC(NC(=O)c1ccc(C#CC2(O)CCCCC2)cc1)C(=O)O (stereo unspecified),-1%,7%,0%,-7%,28,-23%,-4%,-5%,-3%,-4%,-0.7%
Cn1c(=O)c2c(nc(Br)n2CCSc2nnnn2-c2ccccc2)n(C)c1=O,0%,-25%,2%,0%,-11,0%,-3%,-5%,-1%,-4%,-0.1%
CCOC(=O)C1CCN(S(=O)(=O)Cc2ccc(Cl)cc2)CC1,-4%,-4%,0%,12%,-1,?,-1%,-5%,6%,-4%,-2.3%
Cc1ccc2nc(C)c3c(c2c1)OC(C(C)(Cl)Br)C3 (stereo unspecified),-1%,-26%,-7%,-12%,-17,23%,-2%,-7%,-8%,3%,-0.3%
CCCCCO,-5%,6%,1%,18%,15,?,4%,-1%,6%,-2%,0.2%
O=C(NC1CC1)c1ccc(F)cc1Cl,-1%,?,1%,-35%,9,-19%,-2%,3%,-5%,1%,0.0%
CCOc1ccccc1C(=O)Nc1ccccc1O,-2%,?,4%,-31%,1,?,-5%,-1%,24%,7%,-0.1%
O=C(CSc1ccc(F)cc1)N1CCC(c2nc3ccccc3s2)CC1,-3%,?,0%,-17%,?,?,1%,-1%,1%,-5%,0.3%
COc1ccc(NC(=S)N2CCC(c3ccccc3)C2)cc1 (stereo unspecified),-28%,?,2%,-24%,4,-5%,4%,1%,3%,-23%,-0.8%
Cc1cccc(-c2nsc(SCC(=O)Nc3nccs3)n2)c1,2%,28%,1%,-12%,-8,?,1%,-4%,-1%,-2%,0.1%
CCc1ccc(/C(C)=N/NC(=O)CNC(=O)/C=C/c2ccccc2OC)cc1,10%,5%,-1%,-18%,7,-15%,-1%,1%,-1%,-5%,-0.6%
COc1ccc(S(=O)(=O)N2CCC(C(=O)N3CCN(c4ccccc4OC)CC3)CC2)cc1,-4%,-26%,-1%,-27%,-1,-4%,-1%,-2%,7%,4%,-0.4%
CC(C)OC(=O)CSc1nc(C(C)C)nc2ccccc12,-1%,12%,2%,3%,-20,1%,-22%,0%,0%,-2%,0.0%
CCCCOc1ccc(/C=C/C(=O)Nc2ccc([N+](=O)[O-])cc2C)cc1,5%,?,-2%,-3%,-7,-10%,-2%[46.1 µM],-2%,7%,-5%,-0.6%
